Pf apPOL block = Pf-apPOL DNA polymerase inhibition; 210,000 compounds, 0.25% hits; AID 1794808; inhibition, % at 10 µM; Recombinant Pf-apPOL, molecular beacon fluorescence, 1.5 h
mHTT-CaM PPI inh = inhibitors of human mutant huntingtin-calmodulin interaction; AlphaScreen His-mHTT/GST-CaM binding, luminescence; inhibition, % at 15 µM; P42858; 190,000 compounds, 3.6% hits;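 further: 0% = both proteins with DMSO and 100% = one protein alone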
* hit, by the source's call; i = inactive; / = not tested or not shown; & = joins results of further samples. No stated cut-off is given here; in the data, active means inhibition above about 50%; inactive means the rest. Hits appear at their usual frequency. About 3.5% of those tested had a hit in this group.

Sample of the layout, 5 compounds:
item	compound	Pf apPOL block	mHTT-CaM PPI inh
1	C=CCN1C(=O)C(CC(=O)Nc2ccccc2)SC1=Nc1c(C)n(C)n(-c2ccccc2)c1=O (stereo not drawn)	-0.5	17.0
2	O=c1[nH]cc(F)c(=O)[nH]1	-4.3	/
3	CC(C)C(NS(=O)(=O)c1cccs1)C(=O)NC1CCCc2ccccc21 (stereo not drawn)	-3.7	-5.0
4	Cc1cc(F)ccc1NC(=O)C1CCCN(c2nnc3ccc(Cl)cn23)C1 (stereo not drawn)	-4.6	6.0
5	COc1ccc(C(O)=C2C(=O)C(=O)N(CCCO)C2c2ccc(N(C)C)cc2)cc1 (stereo not drawn)	-4.5	5.8

Main list, from the first entry:
item	compound	Pf apPOL block	mHTT-CaM PPI inh
1	C=CCN1C(=O)C(CC(=O)Nc2ccccc2)SC1=Nc1c(C)n(C)n(-c2ccccc2)c1=O (stereo not drawn)	-0.5	17.0
2	O=c1[nH]cc(F)c(=O)[nH]1	-4.3	/
3	CC(C)C(NS(=O)(=O)c1cccs1)C(=O)NC1CCCc2ccccc21 (stereo not drawn)	-3.7	-5.0
4	Cc1cc(F)ccc1NC(=O)C1CCCN(c2nnc3ccc(Cl)cn23)C1 (stereo not drawn)	-4.6	6.0
5	COc1ccc(C(O)=C2C(=O)C(=O)N(CCCO)C2c2ccc(N(C)C)cc2)cc1 (stereo not drawn)	-4.5	5.8
6	CC1CCCCC1NC(=O)c1cc(=O)n(Cc2ccc(Cl)cc2)c2ccccc12 (stereo not drawn)	-7.5	30.0
7	COc1cc(OC)cc(C(=O)Nc2ccc(S(=O)(=O)Nc3nc(C)cc(C)n3)cc2)c1	-2.1	9.3
8	Cc1cc(NC(=O)COc2ccc(Br)cc2)no1	-2.3	-6.7
9	CC(=O)c1ccc(NC(=O)CCCn2cnc([N+](=O)[O-])n2)cc1	-14.7	-3.0
10	CC(C)(C)SCCNS(=O)(=O)c1ccccc1	-2.6	-5.6
11	CN(C)CCN(C)Cc1ccccc1Cl	0.7	0.2
12	CCC(=O)Nc1cccc(-c2noc(C3CCN(C(=O)c4cc(C)cc(C)c4)CC3)n2)c1	2.4	12.7
13	CCN1c2cc(C(=O)NC3CCCC3)ccc2C(=O)N2CCCCC21 (stereo not drawn)	-0.3	-0.9
14	COc1ccccc1CNC(=O)CCC1CCCN(C(=O)Nc2ccccc2)C1 (stereo not drawn)	-4.6	2.5
15	O=C(NC1CC1)c1ccc(OCC2CCCN2C(=O)c2cccc(F)c2)cc1 (stereo not drawn)	4.7	-2.0
16	COC(=O)C1=C(N)Oc2c(oc(CO)cc2=O)C1c1ccc(F)cc1 (stereo not drawn)	0.9	-3.8
17	Nc1nc[nH]c(=O)c1[N+](=O)[O-]	-2.9	-6.4
18	CCc1cccc(C)c1NC(=O)Cn1ccc2ccn(C)c2c1=O	-6.3	5.7
19	COc1ccc(C=C2Oc3c(ccc(O)c3CN3CCN(CCO)CC3)C2=O)c(OC)c1OC	-4.4	7.7
20	COc1ccc(Cc2c(C)nc(C)nc2N2CCN(C(C)=O)CC2)cc1	-1.0	0.2
21	CCN1C(=O)c2cccnc2Sc2cc(NC(=O)C3CC3)ccc21	-3.2	-0.8
22	O=[N+]([O-])c1cc(C(F)(F)F)ccc1Sc1n[nH]c(-c2cc(Cl)cc(Cl)c2)n1	-4.9	/
23	CCCCOc1ccc(-c2nc(C=Nc3ccc(I)cc3C)c(O)o2)cc1	0.5	1.0
24	Cc1cc(C(=O)Nc2sc3c(c2C(N)=O)CCC(C)C3)ccc1[N+](=O)[O-] (stereo not drawn)	-4.4	-3.3
25	O=C(C1CCCN(c2ccncc2)C1)N1CCC(Cc2ccccc2)CC1 (stereo not drawn)	0.7	2.7
26	CC(=O)Nc1ccc(-c2noc(C3CCN(C(=O)c4cc(C)cc(C)c4)CC3)n2)cc1	-1.7	-10.7
27	O=C(O)CSCc1ccc(F)cc1	1.1	-8.6
28	COc1cc2c(cc1OC)C(C)N(C(=O)c1c(-c3ccccc3)noc1C)CC2 (stereo not drawn)	-6.4	/
29	Cc1ccc(C(=O)N2CCC3(C2)C(=O)N(C)c2ccccc23)cc1 (stereo not drawn)	-5.5	7.6
30	CCOc1cccc2sc(NCCCN3CCOCC3)nc12	-7.1	-10.2
31	O=C(NC1CC2CC1CN2C(=O)Nc1ccc(Cl)cc1F)c1cccnc1 (stereo not drawn)	0.1	-4.8
32	COCCc1nc(C2CCCN(C(=O)c3ccc(OC)cc3C)C2)n[nH]1 (stereo not drawn)	-1.2	-1.4
33	COc1ccc2c(=O)cc(C(F)(F)F)oc2c1[N+](=O)[O-]	6.1	0.0
34	Cc1c(N=Cc2ccc(Sc3nccn3C)c([N+](=O)[O-])c2)c(=O)n(-c2ccccc2)n1C	0.9	45.0
35	CC1(C)OC(=O)N(CCCC(=O)O)C1(C)O (stereo not drawn)	/	0.1
36	CCCN1COc2ccc3c(=O)c(-c4ccccc4OC)c(C(F)(F)F)oc3c2C1	-4.2	-2.1
37	CNC(=O)C1CCCN(c2nnc3ccc(Cl)cn23)C1 (stereo not drawn)	-6.7	1.3
38	O=C(CSc1nnc(-c2ccco2)n1-c1ccc(OCc2ccccc2)cc1)c1ccccc1	-5.0&-7.2	/
39	Cc1ccc(C)c(C(=O)N2CCN(c3nnc4ccccn34)CC2)c1	-1.8	2.5
40	COc1cccc2c1NC(C)(C)C=C2C	-0.4	18.7
41	CCc1ccc(CNC(=O)CC2CCN(C(=O)C3CCCCC3)CC2)cc1	-5.9	32.1
42	C=CCSc1nnc2c(n1)OC(c1cccs1)Nc1ccccc1-2 (stereo not drawn)	-16.9	41.0
43	CC1CCCCN1S(=O)(=O)c1ccc(NC(=O)c2ccc(Cl)cc2Cl)cc1 (stereo not drawn)	-10.8	-19.0
44	O=C(Nc1ccc(N2CCCCC2=O)cc1)c1cccc2ccccc12	-11.0	1.2
45	CCCN1C(=O)c2ccccc2NC1c1ccc(Cl)cc1 (stereo not drawn)	-1.3	-5.0
46	Cc1ccc([N+](=O)[O-])cc1NC(=O)c1cccc(C(=O)Nc2cc([N+](=O)[O-])ccc2C)n1	66.9*	2.0
47	COc1ccc(NC(=O)c2cccc(N3CCNC(c4ccccc4)C3)n2)cc1 (stereo not drawn)	-3.8	16.4
48	CCOc1ccc(CCNC(=O)Nc2ccc(Cl)c(Cl)c2)cc1OCC	2.5	-9.0
49	Cc1cc(C)nc(SCC(=O)Nc2nnc(C(C)C)s2)n1	-18.6	-3.4
50	Cc1ccc(C(=O)Nc2ccc3oc(-c4ccncc4)nc3c2)cc1C	-1.5	1.4
51	Cc1cccc(N=C2C(=O)Nc3ccc(Br)cc32)c1C	0.2	66.0*
52	Cc1ccc(Cl)cc1NC(=O)N1CCC(n2cnc3c(C)cccc3c2=O)CC1	-0.5	50.0
53	COc1cc(/C=C2\C(=O)NN(c3ccc(C)c(Cl)c3)C2=O)cc(Br)c1O	11.7	9.0
54	COc1ccc(/C=N/OCc2nc3c4c5c(sc4ncn3n2)CCCC5)cc1OC	-2.4	i
55	FC(F)(F)c1ccc(-c2csc(-c3ccc(-c4csnn4)cc3)n2)cc1	-0.5&0.9	/
56	Cn1ncc(N2CCCC(C(=O)NCCN3CCCCC3)C2)cc1=O (stereo not drawn)	-6.6	-1.1
57	O=C(c1cccnc1)N1CCC(c2cc(-c3ccccc3)n[nH]2)CC1	3.0	7.4
58	Cn1c(=O)[nH]c(=O)c2[nH]c(Cc3ccccc3)nc21	0.0	-6.0
59	Cn1c(/C(C#N)=C(\O)c2ccc([N+](=O)[O-])cc2)nc2ccccc21	-2.0	-5.3
60	O=C(O)CCC(=O)Nc1nc2nccc(-c3ccccc3)n2n1	-1.5	-2.0

Going on with the list.
item	compound	Pf apPOL block	mHTT-CaM PPI inh
61	CC1(C)C(=O)C2(C(=O)O)CCC1C2 (stereo not drawn)	-3.6	2.3
62	Cc1cccc(NC(=O)c2sc3nc4c(cc3c2N)CCCC4)c1C	0.7	6.0
63	CCC(=O)Nc1cccc(-c2noc(C3CCN(C(=O)Cc4cccs4)CC3)n2)c1	0.5	6.0
64	COc1ccc(NC(=O)COc2cc(C)nc(-c3ccc(F)cc3)n2)cc1OC	-11.8	-11.3
65	CC(C)(C)n1nc2c(c1NC(=O)c1ccc(Cl)c([N+](=O)[O-])c1)CS(=O)(=O)C2	2.8	2.0
66	Cc1ccc(S(=O)(=O)NCC(O)Cn2c3ccccc3c3ccccc32)cc1 (stereo not drawn)	12.7	28.0
67	N#Cc1c(SCC(=O)Nc2nccs2)sc2c(O)cc(=O)[nH]c12	/	51.5*
68	CC(=O)c1ccc(OC(=O)Cc2cc(F)cc(F)c2)cc1	10.2	/
69	COc1cc2c(cc1OC)C(C)N(C(=O)c1cccc(Br)c1)CC2 (stereo not drawn)	-1.8&-2.2	17.0&18.9
70	CCOC(=O)CN(C=NC#N)c1ccc(OC)cc1	5.4	/
71	COc1ccc(C=CC(=O)c2ccc(O)cc2)c(OC)c1	1.2	21.2
72	Cc1onc(-c2ccccc2)c1C(=O)Nc1ccc2c(c1)OCCO2	17.0	1.0
73	CCOC(=O)CNC(=O)N1CC(C)Oc2ccc(Cl)cc21 (stereo not drawn)	-8.0	1.7
74	CCOc1ccc(-c2nc(C#N)c(N3CCN(C(=O)c4ccccc4Cl)CC3)o2)cc1	-5.3	-1.6
75	Cc1nn(C)cc1NC(=O)c1cc2n(n1)C(C(F)(F)F)CC(c1ccco1)N2 (stereo not drawn)	-3.7	10.5
76	CCNC(=O)C1CCN(c2cccc(OC)c2)C1=O (stereo not drawn)	-2.7	-5.2
77	COc1cc(S(=O)(=O)N2CCN=C2c2ccccc2)c(OC)cc1Cl	-0.7	-7.9
78	Cc1onc(-c2ccccc2)c1C(=O)N1CCCC1C(=O)O (stereo not drawn)	-9.8	-3.3
79	COc1ccc2oc(=Nc3ccccc3OC)c(C(=O)NC(C)=O)cc2c1	-3.0	16.0
80	CC(C)CN(CC(C)C)CC(O)COC12CC3CC(CC(C3)C1)C2 (stereo not drawn)	-0.4	-20.8
81	COc1cccc(-n2nc(C(=O)N(C)Cc3ccccc3)c3ccccc3c2=O)c1	-4.8	17.0
82	Cc1ccc(-c2noc(-c3ccc(N4CCN(C)CC4)nc3)n2)cc1	3.8	8.7
83	O=S1(=O)CC(N2CCCCC2)CN1C1CCCCC1 (stereo not drawn)	-6.1	-8.0
84	N#Cc1c[nH]n2c(=O)c3c(nc12)CCCC3	2.2	/

Quoted from the listing:
entry 80 | mHTT-CaM PPI inh: -20.8
entry 84 | Pf apPOL block: 2.2
entry 76 | Pf apPOL block: -2.7

Record cards, as listed above.
CC(C)CN(CC(C)C)CC(O)COC12CC3CC(CC(C3)C1)C2 (stereo not drawn) in the list: Pf apPOL block = -0.4; mHTT-CaM PPI inh = -20.8
CCOc1ccc(-c2nc(C#N)c(N3CCN(C(=O)c4ccccc4Cl)CC3)o2)cc1 in the list: Pf apPOL block = -5.3; mHTT-CaM PPI inh = -1.6

(more compounds)
item	compound	Pf apPOL block	mHTT-CaM PPI inh
85	O=C(NCc1ccc2c(c1)OCO2)c1ccc(-c2ccc(F)cc2)nc1	-2.7	-1.9
86	Cc1ccc(-c2cn(-c3ccc(Cl)cc3)c(=O)[nH]2)cc1	-9.6	13.0
87	CC(C)CC(=O)N1CC(C)C(c2nc(-c3cccnc3)no2)C1 (stereo not drawn)	-9.7	-1.9
88	Cc1ccc(C(=O)Nc2ccc(O)c(-c3nc4cc(C)ccc4o3)c2)cc1	13.5	-1.3
89	COc1ccc2oc(=O)c(C(=O)Nc3cc(C(=O)O)ccc3C)cc2c1	-1.6	-2.0
90	O=C(c1cc(F)c(F)cc1Cl)N1CCN(c2ccc([N+](=O)[O-])c(N3CCOCC3)c2)CC1	-1.9&-3.2	3.0&-7.7
91	Cn1ccnc1N1CCN(C(=O)CN2C(=O)CCC2=O)CC1	-2.6	-11.0
92	COc1ccccc1CNS(=O)(=O)c1ccc2[nH]c3c(c2c1)CCCCC3	-4.6	97.9*
93	O=C(N1CCC2(CC1)OCCS2)C1(c2ccc(Cl)cc2)CCCC1	-6.5	-12.3
94	COC(=O)c1cnc(N2CCCN(C(=O)NC3CCCCC3)CC2)nc1C(F)(F)F	-6.4	/
95	CCC(=O)N1CCc2sc(S(=O)(=O)Nc3ccccc3OC)cc2C1	-3.1	8.6
96	O=C(Nc1ccc(Cl)cc1)NC1(C(F)(F)F)Oc2ccccc2O1	1.5	-7.0
97	Cc1c(-c2ccccc2)c(=O)oc2c(CN3CCCCC3)c(O)ccc12	-11.1	-6.7
98	Cc1c(Cl)cccc1NC(=O)CSc1nc2[nH]ncc2c(=O)n1-c1cccc(Cl)c1	-12.9	16.0
99	CC(=O)N1CC(c2ccccc2)CC1=O (stereo not drawn)	-0.9	-2.1
100	CCCN1CCN(CCCNC(=O)CC(C(=O)N2CCc3ccccc32)n2ccnc2)CC1 (stereo not drawn)	-14.0	0.0
101	COc1c(Cl)cc(C(=O)Nc2ccc(N3CCOCC3)c(Cl)c2)cc1Cl	-3.8	-1.5
102	O=c1[nH]nc(CSCc2ccc(Cl)cc2)[nH]1	-10.9	-6.0&-7.0
103	Cc1nc(-c2cccnc2)nc2c1CCC(=O)N2Cc1ccccc1	0.2	-9.2
104	CCCCN(C)Cc1c(O)ccc2c1OC(=Cc1cc(OC)c(OC)c(OC)c1)C2=O	-12.0	-3.1
105	COc1ccc(CN2CCN(c3ccccc3OC)CC2)cc1OC	-0.1	-2.6
106	Cc1ccc2c(C(=O)N3CCCCC3)cc(NC(=O)C(C)C)cc2n1	1.9	-9.3
107	CC(C(=O)Nc1ccc(Cl)c(Cl)c1)N1C(=O)c2ccccc2C1=O (stereo not drawn)	1.7	3.1
108	Cc1cc(C)c(N2C(=O)c3cccnc3C2=O)c(C)c1	0.0	1.0
109	COc1ccc2cc(C(=O)Nc3ccc(F)cc3C)[nH]c2c1	-3.3	5.7
110	O=C(c1cc(-c2ccc(F)cc2)on1)N1CCCC1c1ccc(F)cc1 (stereo not drawn)	-4.6	-4.6
111	CCc1ccccc1N1CCN(C(=O)c2cc(OC)cc(OC)c2)C(C)C1=O (stereo not drawn)	-2.1	7.3
